Source: PubChem (Broad Institute)
CFTR F508del cor: F508del CFTR correction, initial screen, CFBE line, single point; CFBE cells, YFP halide quenching; stimulated with forskolin plus potentiator P3; % fluorescence drop versus neutral controls; activity (quench increase), % at 7.58 µM; 350,000 compounds, 0.36% hits; AID 720511, 2013;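 active = mean added fluorescence quench of at least 8% versus neutral control, with both replicates also reaching 8%; inconclusive = only one of the mean or replicate conditions met; inactive = mean below 8% and not both replicates reaching 8%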;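 note: cells transiently co-express mutant CFTR-F508del with the halide-sensitive YFP; corrector assay measuring rescue of mutant channel to the surface after 24 h compound exposure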
ERp5 inh: inhibitors of ERp5-driven insulin aggregation, primary screen, biochemical, turbidity, absorbance 650 nm, single point; 350,000 compounds, 0.05% hits; 90 min; inhibition, % at 9.99 µM;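 active = mean replicate inhibition above about 25%, with every replicate also reaching it, limit read from the data, passing the limit was not always enough; inconclusive = only one of those two criteria met; inactive = neither criterion met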
Target sequence (Q15084 whole entry, looked up): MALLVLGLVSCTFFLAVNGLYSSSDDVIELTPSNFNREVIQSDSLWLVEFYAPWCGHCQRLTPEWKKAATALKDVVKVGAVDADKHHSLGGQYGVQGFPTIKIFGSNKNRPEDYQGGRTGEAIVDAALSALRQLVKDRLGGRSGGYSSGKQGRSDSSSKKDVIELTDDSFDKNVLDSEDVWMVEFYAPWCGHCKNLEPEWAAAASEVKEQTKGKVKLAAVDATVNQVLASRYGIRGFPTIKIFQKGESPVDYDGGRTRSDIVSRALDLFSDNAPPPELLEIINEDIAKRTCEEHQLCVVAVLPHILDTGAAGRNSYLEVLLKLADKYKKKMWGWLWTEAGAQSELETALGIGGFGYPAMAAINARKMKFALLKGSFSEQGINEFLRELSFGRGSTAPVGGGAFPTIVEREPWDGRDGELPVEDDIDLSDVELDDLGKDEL
Xi reactivation: activators of inactive X chromosome reactivation, primary screen, imaging, XiGFP fibroblasts, GFP high-content imaging, set 2; XiGFP mouse fibroblasts, % GFP-positive cells imaging, 3 d; cells co-treated with 5-aza-dC sensitizer; scaled so ellipticine positive control = 100%; activation, % at 7.58 µM; 360,000 compounds, 0.055% hits;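 active = mean normalized replicate activation at least 10% and every replicate at or above 10%; inconclusive = only one of the two criteria met; inactive = mean below 10% and not all replicates reach 10%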;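 note: 0% = median of on-plate neutral control wells and 100% = ellipticine 6 µM median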
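Assay system: SV40-immortalized XiGFP fibroblast cells, line 68-5-11; buffer or medium: DMEM plus 5-aza-dC sensitizer; compound: one concentration, pinned; timing: compounds 3 days, fix/stain 15 min at room temperature; benchmarks: positive control ellipticine, 6 µM final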
DENV2 CPE: inhibitors of DENV2 cytopathic effect, primary screen, cell-based, plate reader, single concentration. DENV2-infected cells, cytopathic effect rescue. CPE inhibition, % at 9.99 µM. 350,000 compounds, 1.7% hits. AID 651640, 2012; in the data active = CPE inhibition above about 20%, passing the limit was not always enough; inconclusive = no clear call, values can overlap the other calls; tested in BHK-21 cells;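 note: 0% = median of neutral control wells and 100% = median of positive control wells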
INS-1E GSIS act: GLuc luminescence reporter in INS-1E cells, primary screen for activators of glucose-dependent secretion of insulin. activation, % at 16.6 µM. AID 743287, 2014. 370,000 compounds, 0.61% hits. INS-1E GLuc reporter insulin secretion, 2-3 h;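 active = lowest replicate activation of at least 40%, so every replicate reaches that level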;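 note: 0% = median of neutral control wells and 100% = median of IBMX positive control wells; some compounds called inactive have numbers as strong as hits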
ARNT-TACC3 inh: disruptors of ARNT/TACC3 protein interaction, primary screen, biochemical, AlphaScreen, single concentration; AlphaScreen His-ARNT PAS-B/GST-TACC3 binding, luminescence; TACC3 fragment carries E629A point mutation; 390,000 compounds, 0.66% hits; AID 623870, 2012; inhibition, % at 9.99 µM; Transforming acidic coiled-coil-containing protein 3 (Homo sapiens), Q9Y6A5;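 active = mean inhibition of replicates at least 50% and at least half of replicates each reaching 50%; inconclusive = half or more replicates reach 50% but mean below 50%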;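 note: 0% = complete ARNT plus TACC3 wells and 100% = ARNT alone without TACC3; many hits fall short of the cut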
PAX8 inh HTS: inhibitors of PAX8-driven TPO luciferase reporter, primary screen, RMG-I cells, single concentration; SteadyGlo, 24 h; inhibition, % at 12.6 µM; 360,000 compounds, 1.2% hits; AID 652154, 2013;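 active = mean replicate inhibition at least 60% with every replicate also reaching 60%; inconclusive = only one of the two criteria is met; inactive = mean below 60% and not all replicates reaching 60%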;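 note: luciferase light reporting Pax8 driven TPO promoter activity; plate controls were median of neutral control wells for no effect and mitoxantrone controls for full effect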
EWS-Fli inh: EWS/Fli-driven NR0B1 reporter inhibitors, primary screen, A673 cells, NR0B1 luciferase, luminescence, MLPCN library. AID 651661, 2012. viability-normalised. inhibition, % at 12.6 µM. 350,000 compounds, 0.67% hits;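 active = mean inhibition of at least 50% after viability correction, with every replicate also passing that limit; inconclusive = mean reaches 50% but only one of two replicates passes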;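 note: firefly luciferase signal divided by Alamar Blue viability fluorescence both relative to DMSO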
An asterisk follows results filed as active; ? = inconclusive; nt = not tested or not shown.

SMILES,EWS-Fli inh,DENV2 CPE,PAX8 inh HTS,INS-1E GSIS act,Xi reactivation,ARNT-TACC3 inh,CFTR F508del cor,ERp5 inh
CCN(C(=O)COC(=O)c1ccccc1OCc1ccc(Cl)cc1)C1CCS(=O)(=O)C1 (configuration not stated),-4,1,-13,nt,0.3,-4,-1.8,-4
CO[C@H]1CN(C)C(=O)c2cc(NC(C)=O)ccc2OC[C@H](C)N(C(=O)C2CCC2)C[C@@H]1C,-15,6,-5,-2,0.2,1,-0.6,4
CN1OC[C@@H]2CN(C(=O)c3ccc(-c4ccccc4)cc3)[C@H](c3ccc(-c4cccc(F)c4)cc3)C[C@@H]21,0,-4,-11,10,0.0,nt,-1.5,-3
NS(=O)(=O)c1ccc(N/N=C2/CCCc3ccccc32)c([N+](=O)[O-])c1,-4,-6,8,8,0.2,3,6.4,0
NS(=O)(=O)c1ccc(CCNC(=O)CSc2nc3ccsc3c(=O)n2CCCCCC(=O)O)cc1,4,15,11,-5,0.1,1,-0.6,-1
C[C@@H]1CN([C@@H](C)CO)S(=O)(=O)c2ccc(-c3ccccc3F)cc2O[C@H]1CN(C)Cc1ccncc1,25,8,nt,-48,-0.7,10,2.3,-2
C[C@H](CO)N1C[C@H](C)[C@H](CN(C)C)Oc2c(NC(=O)C3CC3)cccc2C1=O,-2,-7,-11,8,0.0,1,2.2,1
CCCCN1C[C@H](C)[C@@H](CC(=O)NC)C1=O,-2,-5,-5,-6,0.0,nt,-2.8,0
O=C(CSc1nccc(=O)[nH]1)c1cc2ccccc2o1,-12,-5,8,31,0.0,1,0.7,-3
Cc1ccc(SCC(=O)Nc2ccc(F)cc2[N+](=O)[O-])cc1C,-10,-2,8,6,0.0,36,nt,-3
COc1ccc(Br)c2oc(SC)cc(=O)c12,-5,82*,3,21,0.0,28,0.7,-3
N[C@@H](Cc1ccc(F)cc1)C(=O)O,1,-3,16,nt,-0.3,-2,-10.0,2
O=C(c1ccccc1N1CCOCC1)N1CCCC(Nc2ccc(F)cc2)C1 (configuration not stated),-4,-3,6,-6,0.1,1,1.2,3
Oc1[nH]c2ccc(Br)cc2c1N=Nc1ccc(F)cc1,-14,-7,4,-14,0.3,-8,2.4,0
Cc1cc(C(=O)Nc2cccc3c2O[C@@H](CN(C)Cc2ccc(-c4ccccc4)cc2)[C@H](C)CN([C@@H](C)CO)C3=O)n(C)n1,-12,-8,47,-31,0.1,-3,-0.2,-1
Cc1ccc(/C=C/C(=O)Nc2ccc(N(C)C)cc2)o1,nt,nt,-113,7,0.0,26,nt,nt
COc1cc(OC)cc(C(=O)NC(C(=O)NNC(=O)CN(C)S(=O)(=O)c2ccc(C)cc2)C(C)C)c1 (configuration not stated),3,5,10,-12,-0.1,5,2.6,8
COc1ccc2c3c(n(C)c2c1)[C@@H](CO)N(CC1CC1)CC31CCN(C(=O)NC2CCCC2)CC1,-5,-9,15,-10,0.0,nt,0.6,3
CCOC(=O)Cn1nc(C)n(-c2ccc(Br)cc2)c1=O,-3,9,0,6,0.3,nt,-2.2,1
COc1ccc(C2C(C(C)=O)=C(O)C(=O)N2c2ccc(C)cc2)cc1 (configuration not stated),-14,1,-53,nt,0.3,2,1.2,0
C/C=C/c1cnc2c(c1)C(=O)N([C@@H](C)CO)C[C@H](C)[C@H](CN(C)S(=O)(=O)c1ccc(F)cc1)O2,-2,-15,nt,-2,-0.7,2,0.2,7
CCCN(C)C[C@@H]1Oc2cc(-c3cncnc3)ccc2S(=O)(=O)N([C@H](C)CO)C[C@@H]1C,1,9,nt,19,-1.1,26,1.8,-6
Cc1ccc(C(=O)O)cc1N1C(=O)CCCC1=O,-1,8,9,9,0.0,nt,-4.1,-3
O=C(c1ccco1)N1CCN=C1SCc1cccc(Cl)c1,13,-7,-29,8,0.2,-16,-0.1,-9
CC1CC(C)CN(C(=O)/C=C/c2ccc([N+](=O)[O-])s2)C1 (configuration not stated),25,-4,68*,-6,3.7,0,-4.7,-3
COc1ccc(N2C(=NC(=O)CCC3CCCC3)SC3CS(=O)(=O)CC32)cc1 (configuration not stated),nt,0,-16,44,0.1,11,1.1,-5
C[C@H]1CN([C@@H](C)CO)C(=O)c2cc(NC(=O)Nc3cccc4ccccc34)ccc2O[C@H]1CN(C)C(=O)Nc1ccc2c(c1)OCO2,-5,4,6,-3,-0.2,-1,1.1,2
CN1[C@H](CO)[C@H]2c3ccccc3N(C(=O)Nc3ccccc3F)C[C@H]21,-36,17,-23,16,0.3,23,-1.1,1
O=c1cc(-c2ccccc2)nc2cc(-c3ccc(F)cc3)[nH]n12,2,-2,-20,nt,0.3,nt,-0.9,13
COc1ccc(S(=O)(=O)N(C)C[C@@H]2Oc3ccc(NC(=O)Nc4ccc(C(F)(F)F)cc4)cc3C(=O)N([C@H](C)CO)C[C@@H]2C)cc1,7,19,nt,-3,0.2,6,-1.2,14
Cc1ccc(NC(=O)COC(=O)CN2C(=O)c3ccccc3C2=O)cc1,0,?,-1,nt,0.1,nt,0.8,-1
CCOC(=O)c1c(NC(=O)CCC(=O)O)sc2c1CCCCC2,-19,nt,0,3,0.2,-17,nt,?
c1ccc(-c2ccc3c(n2)CCCO3)cc1,-75,nt,-114,11,0.2,-8,-5.4,nt
CC(C(N)=O)N1c2cccc3cccc(c23)S1(=O)=O (configuration not stated),-3,-2,8,13,0.0,0,0.0,-7
CC(C)Cc1nnc(NC(=O)CSc2nc(O)c(Cc3ccccc3)c(=O)[nH]2)s1,2,6,-11,-13,0.0,3,-2.0,-33
C[C@H](CO)N1C[C@H](C)[C@H](CN(C)C(=O)CN(C)C)Oc2cc(C#C[C@@H](C)O)ccc2S1(=O)=O,-14,8,nt,10,-1.0,-17,-2.0,-4
CCCCn1c(=N)n(CC(=O)O)c2ccccc21,2,-4,1,12,-0.1,nt,-3.4,0
O=C(Nc1ccc2c(c1)OCO2)N[C@H]1CC[C@@H](CC(=O)N2CCN(c3ccccc3)CC2)O[C@@H]1CO,-5,9,13,4,0.3,-2,2.0,-4
COc1ccccc1CNC(=O)c1ccc(OCC2CCCO2)cc1 (configuration not stated),nt,nt,4,10,0.5,-7,nt,nt
O=C(Nc1cccc(S(=O)(=O)N2CCOCC2)c1)c1ccc(Cl)c([N+](=O)[O-])c1,8,6,6,-30,0.0,nt,1.8,2
CC[C@]12c3[nH]c4cc(CCC(=O)N(C)C)ccc4c3CCN1C(=O)[C@@H](CC(=O)NCCN1CCOCC1)C[C@@H]2C(=O)N1CCN(C(=O)c2ccco2)CC1,3,-17,-12,18,0.1,-4,-0.1,2
NC(=S)N/N=C/c1ccc(-c2cc(Cl)c(Cl)cc2Cl)o1,14,nt,13,-22,0.0,4,1.5,3
CC1Cc2ccccc2N1S(=O)(=O)c1c(N)n(C)c(=O)n(C)c1=O (configuration not stated),-2,-2,6,1,0.3,-4,-1.6,-1
CC(C)NC(=O)Nc1ccc2c(c1)C(=O)N([C@@H](C)CO)C[C@H](C)[C@H](CN(C)C(=O)Nc1ccc(F)cc1)OCCCC[C@@H](C)O2,-2,-3,-11,5,0.4,-1,1.4,-5
O=C(Cc1cccnc1)N1CC(=O)N2[C@@H](CO)[C@H](c3ccc(/C=C/c4ccccc4)cc3)[C@@H]2C1,1,1,-5,-12,0.1,nt,-1.5,-4
CC1CCC(N(C)C(=O)CN2C(=O)NC(c3ccccc3)(c3ccccc3)C2=O)CC1 (configuration not stated),-3,6,9,-34,0.1,nt,-1.7,4
COc1cccc(CNC(=O)[C@H]2CCCN2C(=O)[C@H]2CCCN2C(=O)c2cccs2)c1,3,2,-5,nt,0.7,nt,5.5,-5
CCC(C(=O)Nc1ccccc1)c1ccccc1 (configuration not stated),nt,nt,22,1,0.0,0,nt,nt
CCOC(=O)C1CCCN(S(=O)(=O)c2ccc(S(=O)(=O)N3CCCC3)cc2)C1 (configuration not stated),0,-4,-14,-8,-0.1,-13,3.8,3
COc1cccc(NC(=O)N(C)C[C@H]2Oc3cc(/C=C/c4ccccc4)ccc3S(=O)(=O)N([C@@H](C)CO)C[C@H]2C)c1,-4,-11,nt,18,0.1,-2,-0.2,9
CCOc1cc(C#N)ccc1OCC(=O)N1CCN(C(=O)c2cccs2)CC1,-4,-2,14,nt,0.1,-1,-2.8,1
Cc1ccc(C)c(N(CC(=O)NC2CCCCC2)C(=O)CNC(=O)c2ccco2)c1,1,-3,0,-2,0.1,1,2.7,-1
CCOc1ccc(NC(=O)C(CC(=O)O)Cc2ccccc2)cc1 (configuration not stated),-3,3,2,-14,0.1,6,-0.2,3
O=C(COC(=O)C1=COCCO1)NC(=O)c1ccc(OC(F)F)cc1,-6,3,6,13,0.0,1,-0.1,4
CCC(CC)NC(=O)c1cc(S(=O)(=O)N2CCCCC2)ccc1N1CCOCC1,-3,-3,-21,-4,0.1,4,1.2,1
CCCCN(CC)C(=O)c1ccccc1Oc1ccccc1,nt,nt,5,33,0.0,1,nt,nt
CC(C)NC(=O)Nc1ccc2c(c1)CC(=O)N([C@H](C)CO)C[C@H](C)[C@@H](CN(C)S(=O)(=O)c1cn(C)cn1)O2,1,-1,-8,10,0.3,-9,-2.6,-6
CN1CCN(c2ccc(S(=O)(=O)N3CCOCC3)cc2)CC1,nt,6,-13,11,0.0,0,1.1,2
COCc1nnc(NC(=O)c2cccc(NC(=O)c3ccccc3)c2)s1,-5,?,4,-17,0.0,2,1.9,10
C[C@H](CO)N1C[C@H](C)[C@H](CN(C)Cc2ccccn2)Oc2cc(Br)ccc2S1(=O)=O,4,0,nt,4,-0.6,-11,3.6,-2

Later entries.
SMILES,EWS-Fli inh,DENV2 CPE,PAX8 inh HTS,INS-1E GSIS act,Xi reactivation,ARNT-TACC3 inh,CFTR F508del cor,ERp5 inh
Cc1noc(C)c1S(=O)(=O)Nc1ccc2c(c1)C(=O)N([C@H](C)CO)C[C@@H](C)[C@@H](CN(C)Cc1ccc(C(F)(F)F)cc1)OCCCC[C@H](C)O2,nt,-4,86*,-10,0.1,-10,3.0,5
COC(=O)c1cc(C)nc(Nc2nc(C(N)Cc3ccc(Cl)cc3)cs2)n1 (configuration not stated),-1,8,-3,nt,-0.1,nt,4.9,4
O=C(COc1coc(CN2CCc3ccccc3C2)cc1=O)Nc1ccc(Cl)cc1,3,-3,-1,11,0.0,3,4.8,-1
O=C(COc1ccc(S(=O)(=O)Nc2ccccc2)cc1)NCc1ccccn1,nt,nt,-15,13,0.1,-11,3.0,3
Cc1ccc2c(C)nc(N/C(N)=N/S(=O)(=O)c3ccccc3)nc2c1,nt,19,0,35,-0.1,0,-0.2,-1
CC(=O)c1ccc(NC(=S)NCCc2ccc(S(N)(=O)=O)cc2)cc1,-39,nt,-21,-16,0.1,2,1.6,-1
CCN(C(=O)CSc1nc2ccc(Cl)cc2[nH]1)C1CCS(=O)(=O)C1 (configuration not stated),-11,4,19,12,0.0,-6,-2.1,-2
O=C(NC1CCCCC1)C1CCN(c2ncccn2)CC1,0,-2,-16,-8,0.0,14,0.9,2
